M4 ag = CHRM4 agonism in calcium assay | CHO-K1 hM4/Gqi5, Fluo-8 calcium fluorescence; vehicle 0%, full acetylcholine response 100% | AID 624127 | activation, % at 3 µM | actives 0.14% (n = 360,000) | P08173;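 active = activation above the run mean over all test wells plus 3 SD, cut at about 32% in these data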;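 also: peak over basal fluorescence ratio per well then scaled between controls; 0% = DMSO wells and 100% = acetylcholine at EC100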
Target sequence (P08173 whole entry, looked up): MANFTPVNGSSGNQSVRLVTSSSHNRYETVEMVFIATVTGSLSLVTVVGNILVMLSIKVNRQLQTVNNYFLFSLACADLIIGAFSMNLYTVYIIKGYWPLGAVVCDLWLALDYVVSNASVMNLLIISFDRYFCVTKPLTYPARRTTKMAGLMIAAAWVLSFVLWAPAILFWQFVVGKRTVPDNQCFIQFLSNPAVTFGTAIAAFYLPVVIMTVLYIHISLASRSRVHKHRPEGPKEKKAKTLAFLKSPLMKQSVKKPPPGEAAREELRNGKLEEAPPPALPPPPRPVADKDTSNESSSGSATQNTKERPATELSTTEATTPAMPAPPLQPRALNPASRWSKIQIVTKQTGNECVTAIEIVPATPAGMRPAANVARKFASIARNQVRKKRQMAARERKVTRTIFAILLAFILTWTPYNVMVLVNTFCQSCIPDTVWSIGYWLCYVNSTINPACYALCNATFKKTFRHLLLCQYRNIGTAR
TAAR1 agonist = human TAAR1 agonism; Q96RJ0; CHO RD-HGA16 TAAR1, Fluo-8 calcium fluorescence; vehicle wells 0%, saturating PEA agonist 100%; activation, % at 3 µM; actives 0.99% (n = 360,000); AID 624467;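 active = activation above the mean activation of all test compounds in the run plus 3 SD, cut at about 38% in these data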
Target sequence (Q96RJ0 whole entry, looked up): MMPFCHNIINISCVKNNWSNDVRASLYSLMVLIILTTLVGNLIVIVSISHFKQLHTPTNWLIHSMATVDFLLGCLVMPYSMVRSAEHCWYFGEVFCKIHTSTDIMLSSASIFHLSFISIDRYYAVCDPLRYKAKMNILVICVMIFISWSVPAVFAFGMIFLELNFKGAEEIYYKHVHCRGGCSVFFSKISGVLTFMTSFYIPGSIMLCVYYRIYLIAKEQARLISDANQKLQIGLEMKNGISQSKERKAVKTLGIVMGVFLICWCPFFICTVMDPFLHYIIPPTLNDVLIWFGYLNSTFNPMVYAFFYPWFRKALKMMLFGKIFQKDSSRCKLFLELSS
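Test system: RD-HGA16 (CHO) cells co-expressing Gα16 and hTAAR1; dosing: one-point dosing at 3 µM (nominal); timing: 17-24 h seeding, 75 min 37 °C dye, 30 min RT; signal: kinetic Fluo-8 calcium fluorescence; read-out basis: % activation relative to PEA EC100 response; controls: DMSO and PEA EC100; replicates: n 1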
M1 ag = activates human CHRM1 receptor. CHO-K1 hM1, Fluo-8 calcium fluorescence, agonist mode; 0% DMSO, 100% acetylcholine EC100. activation, % at 3 µM. actives 0.33% (n = 360,000);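 active = activation above the run's mean compound activation plus 3 SD, cut at about 16% in these data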;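 also: peak over basal fluorescence ratio within a 140 s kinetic read after compound addition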
M5 PAM = potentiates acetylcholine response at human M5 receptor; CHO-K1 hM5, Fluo-8 calcium, ACh EC20 PAM; 0% = ACh EC20, 100% = ACh EC100; AID 624038; activation, % at 3 µM; actives 0.3% (n = 360,000); P08912;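 active = activation above the run cutoff, the mean activation of all test compounds plus 3 SD, cut at about 18% in these data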
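Assay system: CHO-K1 hM5 cells. Also added: acetylcholine at EC20 concentration, added after compound. Dosing: 3 µM, single dose. Times: compound preincubation 140 s before EC20 acetylcholine addition. Signal: Fluo-8 calcium fluorescence. Measure: % activation relative to EC20 and EC100 ACh responses. Repeats: singlicate, one well per test compound.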
M4 antag = blocks acetylcholine activation of human M4 receptor | actives 0.73% (n = 360,000) | inhibition, % at 3 µM | CHO-hM4 cells, ACh EC80, Fluo-8 calcium fluorescence;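 active = inhibition above its plate's cutoff, the mean inhibition of sample wells plus 3 SD, cut at about 27% in these data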;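 also: 0% = acetylcholine EC80 with DMSO and 100% = DMSO without agonist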
CHRM5 agonist = agonists of human muscarinic M5 receptor (CHRM5); actives 0.19% (n = 360,000); activation, % at 3 µM; CHO-K1 hM5 cells, Fluo-8 calcium fluorescence; 0% DMSO wells, 100% maximal acetylcholine response;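 active = activation above the run's mean over test compounds plus 3 SD, cut at about 23% in these data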;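 also: signal is peak over basal fluorescence ratio across the kinetic read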
CHRM1 antagonist = human CHRM1 antagonism. P11229. CHO-K1 hM1, Fluo-8 calcium fluorescence, ACh EC80 antagonist. inhibition, % at 3 µM. actives 1.3% (n = 360,000). AID 588852;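 active = percent inhibition above its own plate's cutoff, namely the mean of that plate's compound wells plus 3 SD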;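 also: peak over basal fluorescence ratio during 140 s after agonist addition; 0% = ACh EC80 plus DMSO and 100% = DMSO alone without agonist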
M1 PAM = human CHRM1 positive allosteric modulation | P11229 | CHO-K1 hM1, Fluo-8 calcium fluorescence, ACh EC20; 0% = ACh EC20, 100% = maximal ACh | activation, % at 3 µM | actives 0.088% (n = 360,000) | AID 588819; in the data active = activation above about 19%, passing the limit was not always enough
CHRM5 antagonist = antagonists of human muscarinic M5 receptor (CHRM5) | CHO-hM5 cells, Fluo-8 calcium fluorescence, ACh EC80 | P08912 | actives 0.59% (n = 360,000) | inhibition, % at 3 µM;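 active = inhibition above a per-plate cutoff, the mean of that plate's test compounds plus 3 SD, cut at about 27% in these data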;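 also: 0% = acetylcholine EC80 with DMSO and 100% = DMSO without agonist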
* = called active by the depositor; x = not tested or not shown. Only part of the results is shown; rates above refer to the full screens.

#	SMILES	M4 ag	TAAR1 agonist	M1 ag	M5 PAM	M4 antag
1	COCCCNC(=O)C(=O)Nc1cc2c3c(c1)CCC(=O)N3CCC2	1	0	-2	3	4
2	O=C1CCC/C=C\C[C@H](CC(=O)N(CCO)Cc2ccccc2)C(=O)N2CCC[C@@H]2CO1	2	1	-4	11	12
3	O=C(c1ccc(C(F)(F)F)cc1)N(CCCn1ccnc1)C(c1ccccn1)c1nc2ccccc2[nH]1 (stereo unspecified)	1	1	-4	3	-7
4	Cc1ccc(C(=O)Nc2c(C#N)c(C)c(C)n2Cc2ccccc2)cc1	-1	9	-6	-2	-8
5	CCOP(=O)(OCC)C(Nc1ccccn1)c1ccccc1 (stereo unspecified)	1	3	-3	2	1
6	Cc1c(C=O)c2ccccc2n1CCOc1ccccc1	9	11	1	3	-8
7	CCOC(=O)C1CCN(C(=O)Cc2cccs2)CC1	0	8	-2	1	3
8	COc1cccc(NC2SC(=O)N(c3ccccc3)C2=O)c1 (stereo unspecified)	3	2	-7	0	-5
9	CCc1nnc(NC(=O)c2ccc(S(=O)(=O)N(CCOC)CCOC)cc2)o1	0	13	-2	2	0
10	O=C(CCN1C(=O)/C(=C\c2ccccc2)SC1=S)N1CCCCC1	2	-1	1	-2	4
11	O=C1CCC/C=C\C[C@@H](CC(=O)N(CCO)Cc2ccccc2)C(=O)N[C@H](c2ccccc2)CO1	6	8	-3	6	-3
12	Cn1c(Cl)cnc1C(O)c1ccccc1 (stereo unspecified)	1	1	0	1	0

#	CHRM5 agonist	CHRM1 antagonist	M1 PAM	CHRM5 antagonist
1	1	-16	10	5
2	1	-3	5	-8
3	0	-40	7	6
4	-7	1	-2	0
5	0	-10	14	-1
6	2	-1	11	-7
7	-7	0	3	0
8	0	-2	2	2
9	-4	-23	7	12
10	-1	-6	10	6
11	5	-7	9	-1
12	-1	-17	6	1

The final 4 entries of the part above open the next one.
#	SMILES	M4 ag	TAAR1 agonist	M1 ag	M5 PAM	M4 antag
9	CCc1nnc(NC(=O)c2ccc(S(=O)(=O)N(CCOC)CCOC)cc2)o1	0	13	-2	2	0
10	O=C(CCN1C(=O)/C(=C\c2ccccc2)SC1=S)N1CCCCC1	2	-1	1	-2	4
11	O=C1CCC/C=C\C[C@@H](CC(=O)N(CCO)Cc2ccccc2)C(=O)N[C@H](c2ccccc2)CO1	6	8	-3	6	-3
12	Cn1c(Cl)cnc1C(O)c1ccccc1 (stereo unspecified)	1	1	0	1	0
13	COc1ccc(NC(=S)N2CCN(S(C)(=O)=O)CC2)cc1	2	0	-2	0	-10
14	O=C(OCc1ccccc1)N1CCCC1/C=C/CN1CCOCC1 (stereo unspecified)	0	3	-13	-1	5
15	COC(=O)[C@]1(Cc2ccccc2)N[C@H](c2ccc(-c3ccc(F)cc3)cc2)[C@@H]2C(=O)N(C)C(=O)[C@@H]21	3	0	3	-13	10
16	O=C(NC(Cc1c[nH]c2ccccc12)C(=O)O)c1ccccc1 (stereo unspecified)	0	4	-4	1	8
17	O=c1c2ccccc2oc2cc(OCc3cccc(F)c3)cc(O)c12	1	0	0	5	-10
18	c1ccc2[nH]c(NN=C3CCCCCC3)nc2c1	1	9	-6	9	-3
19	CC(=O)Nc1cccc(-c2ccnc3c2CC(C(=O)Nc2ccc4c(c2)OCO4)O3)c1 (stereo unspecified)	8	4	1	-5	-6
20	COC(=O)c1ccn(CSc2c(F)c(F)cc(F)c2F)n1	0	0	-4	3	-2
21	N#Cc1cc(N)ccc1Sc1ccccc1	1	2	-5	-1	-5
22	CN1CCN(CC2(O)CCN(S(=O)(=O)c3ccc(Cl)cc3)CC2)CC1	0	0	-14	11	5
23	O=C(O)CN1CCN(CC(=O)O)CCN(CC(=O)O)CCN(CC(=O)O)CC1	0	0	1	-1	11
24	O=C(Nc1ccc(F)cc1)C(CCc1ccccc1)N1CCN(c2cccc(C(F)(F)F)n2)CC1 (stereo unspecified)	4	-1	x	-12	5

#	CHRM5 agonist	CHRM1 antagonist	M1 PAM	CHRM5 antagonist
9	-4	-23	7	12
10	-1	-6	10	6
11	5	-7	9	-1
12	-1	-17	6	1
13	0	-1	3	-7
14	-2	-7	13	6
15	0	6	2	5
16	-1	2	3	-3
17	0	-14	12	-3
18	1	-3	10	4
19	2	-1	-1	5
20	-12	-12	13	-3
21	-3	-6	7	7
22	-1	-2	7	7
23	0	-30	3	4
24	-3	x	x	11

An excerpt of these results, with each value named.
17) O=c1c2ccccc2oc2cc(OCc3cccc(F)c3)cc(O)c12
  M4 ag: 1	TAAR1 agonist: 0	M1 ag: 0	M5 PAM: 5	M4 antag: -10	CHRM5 agonist: 0	CHRM1 antagonist: -14	M1 PAM: 12	CHRM5 antagonist: -3
18) c1ccc2[nH]c(NN=C3CCCCCC3)nc2c1
  M4 ag: 1	TAAR1 agonist: 9	M1 ag: -6	M5 PAM: 9	M4 antag: -3	CHRM5 agonist: 1	CHRM1 antagonist: -3	M1 PAM: 10	CHRM5 antagonist: 4
19) CC(=O)Nc1cccc(-c2ccnc3c2CC(C(=O)Nc2ccc4c(c2)OCO4)O3)c1 (stereo unspecified)
  M4 ag: 8	TAAR1 agonist: 4	M1 ag: 1	M5 PAM: -5	M4 antag: -6	CHRM5 agonist: 2	CHRM1 antagonist: -1	M1 PAM: -1	CHRM5 antagonist: 5

Following part
#	SMILES	M4 ag	TAAR1 agonist	M1 ag	M5 PAM	M4 antag
25	CC12COC3(C(=O)Nc4ccc(Cl)cn4)CC1CCC32C (stereo unspecified)	-1	26	-2	0	-6
26	COc1ccccc1N1CCN(C(C)C(=O)N2CC(C)OC(C)C2)CC1 (stereo unspecified)	0	1	-6	3	-6
27	O=C(NCc1ccc2c(c1)OCO2)C1CC(=O)N(CCc2ccccc2)C1 (stereo unspecified)	1	1	-2	-5	2
28	CCOC(=O)c1c(NC(=O)Cn2nc([N+](=O)[O-])c(Br)c2C)sc2c1CCC(C)C2 (stereo unspecified)	0	10	-3	4	2
29	CCNC(=O)CC1C(=O)N(c2ccc(OC)cc2)C(=O)N1CCOC (stereo unspecified)	0	2	-5	-2	-10
30	COc1nnc(-c2ccc(C)c(S(=O)(=O)NC(C)C)c2)c2ccccc12	1	-1	-5	2	-4
31	COCCN1C(=O)N[C@@H](c2cccc(C(F)(F)F)c2)[C@H](C(C)=O)[C@H]1C	1	5	-1	7	-10
32	CC(C)c1ccc(NC(=O)CN2C(=O)NC(C)(C3CC3)C2=O)cc1 (stereo unspecified)	1	13	-2	7	-13
33	COc1ccc(NC(=S)N2CCN(Cc3cccc(F)c3)CC2)c(OC)c1	1	0	-5	1	7
34	Cc1ccc2cc(C(c3nnnn3C3CCCC3)N3CCOCC3)c(=O)[nH]c2c1C (stereo unspecified)	2	18	-4	-3	9
35	O=C(NC1CCCC1)C1C(c2ccc(C(F)(F)F)cc2)=Nc2ccccc2N1C(=O)c1cccc(C(F)(F)F)c1 (stereo unspecified)	0	-2	x	-12	35*
36	O=C(Nc1cccc(Cl)c1)OCc1cn(-c2ccccc2)nn1	4	3	-6	-1	8

#	CHRM5 agonist	CHRM1 antagonist	M1 PAM	CHRM5 antagonist
25	-2	-13	9	-3
26	-2	-9	12	7
27	1	-3	3	1
28	-3	2	4	-10
29	-2	-4	6	4
30	1	-3	5	6
31	8	0	3	-9
32	4	-7	10	6
33	-6	3	3	5
34	1	-8	8	1
35	-1	x	x	9
36	3	2	-5	10

Later entries.
#	SMILES	M4 ag	TAAR1 agonist	M1 ag	M5 PAM	M4 antag
37	COCCNC(=O)Cn1cnc2c1c(=O)n(C)c(=O)n2C	0	6	0	5	2
38	COc1ccc(N2CC(C(=O)N3CCOCC3)CC2=O)cc1 (stereo unspecified)	0	6	-4	6	15
39	COc1ccc(S(=O)(=O)N2CCc3ccccc32)cc1C(=O)N1CCC(C)CC1	6	2	0	-3	-20
40	O=C(Nc1cc(Cl)ccc1Oc1ccccc1)c1cnccn1	0	-1	-3	1	8
41	O=C1OCCN1C(=O)[C@H]1[C@H](c2ccccc2)C(c2ccccc2)=NN1c1ccccc1	1	2	-5	-8	-4
42	CCOC(=O)C1=C(C)Nc2nc3ccccc3n2C1c1ccc(O)cc1 (stereo unspecified)	1	0	-1	9	-2
43	Cc1ccoc1C(=O)Nc1ccc(CC(=O)O)cc1	1	4	-3	-2	-7
44	Cc1ccc(C(C)(C)C)cc1S(=O)(=O)N1CCC(C(=O)N2CCN(c3ccc(O)cc3)CC2)CC1	8	1	3	-10	1
45	O=C(CSc1nnc2ccc(-c3ccccn3)nn12)Nc1ccccc1	0	0	-4	-2	4
46	COC(=O)/C=C1/SC(=Nc2ccc(Cl)c(Cl)c2)NC1=O	0	2	-2	-9	1
47	CCN(c1cccc(C)c1)S(=O)(=O)c1cccc2nsnc12	-1	6	-3	6	3
48	CC(C)n1c(=O)c2c(O)cc(=O)oc2c2ccccc21	0	3	-4	-6	-2
49	CCCCCCCCC(=O)Nc1cc(C)ccc1OC	-2	-2	-2	1	-3
50	Cc1ccc2c(c1)CCCN2C(=O)c1cc(C)c(C)s1	3	4	-4	-11	-10
51	CC[n+]1c(C)cc2c(sc3ccccc32)c1C	0	3	-6	5	6

#	CHRM5 agonist	CHRM1 antagonist	M1 PAM	CHRM5 antagonist
37	1	11	-3	1
38	-3	1	2	1
39	2	-6	1	6
40	0	-10	7	-4
41	0	8	-9	1
42	4	-3	2	-6
43	1	3	0	-5
44	6	8	-1	5
45	2	-5	2	-2
46	-2	6	1	7
47	-17	0	-5	3
48	-1	-7	7	13
49	-1	4	-1	0
50	-3	0	3	3
51	-14	-7	6	3
